# EPAC2 ag: activates human EPAC2 exchange factor; actives 0.079% (n = 360,000); Potency, µM (highest dose often 154 µM), for the others: at the highest dose activation, usual class: activators; EPAC2 activation, biochemical qHTS; response scale: 100% = 6.5 mM cAMP response; AID 720711; Q8WZA2; note: potency is the fitted concentration of half-maximal effect; nearly all actives have a fitted effect of over 50% in size
#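 In this primary screen, activation is scored as increased exchange of BODIPY-GDP from Rap1B by 100 nM EPAC2, with 50 uM GDP as competitor. Signal is normalized to the 6.5 mM cAMP agonist control.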
# EPAC2 antag: antagonists of human EPAC2. Q8WZA2. EPAC2 GEF exchange of Rap1B-BODIPY-GDP, fluorescence. Potency, µM (top dose mostly 114 µM), for inactives: at the top dose activity, negative = inhibition, actives largely listed as inhibitors. actives 0.18% (n = 360,000). AID 720708; note: potency is the fitted concentration of half-maximal effect; % is set by controls: 0 for no effect and ±100 for the full control effect; nearly all actives have a fitted effect of over 45% in size; many of its hits are not listed in these tables
# DRD3 antagonist: D3 dopamine receptor (human) antagonism | P35462 | D3R cells, DiscoveRx beta-arrestin luminescence, antagonist mode; hits give low values | max response, negative = inhibition, % | actives 2.5% (n = 360,000); in the data active = max response below about -50%; inconclusive = no clear call, values can overlap the other calls; note: % is set by controls: 0 for no effect and ±100 for the full control effect; mostly tested at two doses, the higher about 12 µM
# Target sequence (P35462 whole entry, looked up): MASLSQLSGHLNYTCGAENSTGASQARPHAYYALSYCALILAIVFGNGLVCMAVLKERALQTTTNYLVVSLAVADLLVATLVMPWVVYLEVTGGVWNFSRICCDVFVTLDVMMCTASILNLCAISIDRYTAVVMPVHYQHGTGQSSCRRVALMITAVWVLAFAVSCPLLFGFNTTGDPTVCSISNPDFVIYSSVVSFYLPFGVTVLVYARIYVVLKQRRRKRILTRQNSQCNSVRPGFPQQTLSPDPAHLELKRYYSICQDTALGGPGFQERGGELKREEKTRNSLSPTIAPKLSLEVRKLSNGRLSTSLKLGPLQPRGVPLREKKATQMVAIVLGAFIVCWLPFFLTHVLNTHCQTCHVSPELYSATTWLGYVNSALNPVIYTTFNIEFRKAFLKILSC
#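 Cells plated overnight at 1500 cells/well, then exposed to library compounds with dopamine controls for 90 minutes at 37 degrees C. DiscoveRx reagent added for 30–60 minutes at room temperature; luminescence read, quantitative HTS format.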
# Abeta rescue: compounds reversing amyloid beta toxicity in yeast. yeast expressing A-beta42, growth rescue, OD600, 48 h; response scale: 0% DMSO, 100% iron-clioquinol control. Potency, µM (highest dose often 46.1 µM), for inactives: at the top dose growth rescue, usual class: activators. actives 0.063% (n = 410,000). AID 1347071; note: potency is the fitted concentration of half-maximal effect; nearly all actives have a fitted effect of over 55% in size
#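 Yeast growth medium received pinned compounds, then yeast cells expressing toxic A-beta were added; plates incubated at 30 C for 48 hr. Growth read as absorbance at 600 nm, normalized to DMSO and equimolar FeCl3 plus clioquinol controls.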
# D3 ag: activates the human D3 dopamine receptor | P35462 | D3R DiscoveRx beta-arrestin cells, luminescence, 90 min | max activation, % | actives 0.58% (n = 410,000); in the data active = max activation above about 30%; note: 0% is about no effect; mostly tested at two doses, the higher about 12 µM
#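 Agonist mode: compounds and dopamine controls were applied to plated cells for 90 min at 37 degrees C after an overnight attachment at 1500 cells/well. Luminescent read-out followed 30 - 60 minutes at room temperature with DiscoveRx detection reagent.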
# aSyn yeast inh: rescues yeast growth from alpha-synuclein toxicity; Yeast expressing alpha-synuclein, growth rescue, BacTiter-Glo, 24 h; Potency, µM (titrated, usually from 46.1 µM), for inactives: at the top dose growth rescue (activation), actives largely listed as activators; actives 0.14% (n = 370,000); AID 652106; note: potency is the fitted concentration of half-maximal effect; % of control where 0% means no effect; nearly all actives have a fitted effect of over 65% in size
#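 Rescue of yeast growth: cells expressing toxic alpha-synuclein, induced in galactose at OD600 0.02, incubated with compound 24 h at 30 C. ATP luminescence quantified growth; inhibitors of toxicity appear as activators.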
# FUS yeast rescue: suppressors of FUS proteinopathy in yeast; AID 1347120; S. cerevisiae FUS-expressing, growth rescue, OD600, 24 h; Potency, µM (top dose mostly 76.6 µM), for inactives: at the highest dose growth rescue (activation), most hits filed as activators; actives 0.24% (n = 390,000);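 note: potency is the fitted concentration of half-maximal effect; plate controls were DMSO vehicle for no effect and reference control for full effect; nearly all actives have a fitted effect of over 55% in size; some results filed as inactive show a strong effect at the top dose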
#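 Compound concentration series was pinned onto galactose-induced FUS-expressing yeast seeded at OD 0.005. Plates sat 24hr at 30C; absorbance at 600 nm gave growth. DMSO served as background control.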
# TDP-43 yeast inh: inhibitors of TDP-43 toxicity in yeast; AID 652104; Potency, µM (series often up to 46.1 µM), for the others: at the highest dose growth rescue (activation), most hits filed as activators; TDP-43 expressing yeast growth rescue, BacTiter-Glo, 24 h; actives 1.8% (n = 410,000); note: potency is the fitted concentration of half-maximal effect; % of control where 0% means no effect; nearly all actives have a fitted effect of over 50% in size
#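 Yeast expressing TDP-43 (pregrown in raffinose, seeded at OD600=0.02 in galactose medium) exposed to compounds 24 hr at 30 deg C. Growth read by BacTiter-Glo luminescence; rescue of toxicity appears as increased signal.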
# Numbers without * were called inactive; u = inconclusive; x = not tested or not shown; [ ] = dose if it differs, or a comment. Unless noted, calls come from the whole dose curve; as a rule, active = well fitted curve in the direction sought with a large enough effect; inconclusive = small, poorly fitted or top-dose-only effect, or another doubt; inactive = no such curve, though single readings can be large; an effect the other way counts as inactive or inconclusive.
SMILES,EPAC2 ag,EPAC2 antag,DRD3 antagonist,Abeta rescue,D3 ag,aSyn yeast inh,FUS yeast rescue,TDP-43 yeast inh
Cc1cc(Cl)ccc1Oc1ccc(C(N)=O)cc1[N+](=O)[O-],-10%,3%,21,4%,2,1%,-8%,1%
COc1cc2c(cc1OC)CN(C(=O)Cc1ccccc1)CC2,7%,-4%,-2,13%,5,2%,7%,10%
COc1ccc(Cn2c(SCC(=O)NCc3ccccc3)nc3ccccc32)cc1,x,x,x,-18%,-16,x,34%,10%
O=C(Nc1cccc(S(=O)(=O)NCc2ccco2)c1)c1ccc(Cl)cc1,4%,-3%,6,2%,4,-1%,6%,-13%
COc1ccc(CCNC(=O)CCS(=O)(=O)c2ccc(C)cc2)cc1OC,11%,-2%,11,-10%,-7,4%,9%,-10%
CN(C)S(=O)(=O)N1CCc2ccc(NC(=O)c3ccc(C(F)(F)F)cc3)cc2C1,u,-8%,-15,8%,-14,-2%,9%,15%
O=C(NN=Cc1cc(=O)[nH]c(=O)[nH]1)c1ccncc1,10%,13%,-26,-7%,-6,1%,x,-10%
O=C(NCc1ccc(F)cc1)c1ccc2oc(=O)n(Cc3ccccc3)c2c1,x,x,x,2%,-5,x,-6%,13%
NS(=O)(=O)c1ccc(CNC(=S)NC2CCCCC2)cc1,4%,6%,-9,1%,1,-4%,-6%,13%
NC(=O)C1CCCN(C(=O)c2ccc3oc(Cc4ccc(Cl)cc4)nc3c2)C1 (stereo unspecified),-3%,-10%,2,-1%,0,-2%,44%,-9%
O=C(O)C(c1ccccc1)N1CCCCC1 (stereo unspecified),-4%,16%,-12,-10%,-1,0%,-8%,9%
Cc1ccnc(N=Cc2nc(-c3ccccc3Br)oc2O)c1,8%,0%[57.1 µM],-10,-8%,1,2%,-9%,16%
COc1ccc(S(=O)(=O)N2CCOCC2)cc1NC(=O)c1cccs1,-3%,3%,21,-2%,-7,-4%,-6%,9%
CCOC(=O)[C@]12CCCC=C1N(CCC1=CCCCC1)C(=O)[C@H](CC(=O)NCCCCc1ccccc1)C2,8%,-11%,-13,7%,-11,8%,41%,18%
CCc1cccc(CC)c1C(O)c1cccnc1 (stereo unspecified),1%,8%,10,1%,-5,12%,x,6%
O=C(O)CCSc1nnc(-c2cccnc2)n1-c1ccccc1,7%,11%,-8,13%,11,3%,6%,-19%
C=CCOc1ccc2cccc(/C=N/NC(=O)c3cc4cc([N+](=O)[O-])ccc4s3)c2c1,12%,-7%,11,1%,2,0%,54%,2%
CCOC(=O)CNC(=O)COc1coc(CN2CCN(c3ccccc3F)CC2)cc1=O,0%,4%,14,17%,-4,0%,0%,4%
C[C@H]1CN([C@@H](C)CO)C(=O)c2cc(Br)cnc2O[C@@H]1CN(C)C(=O)CN(C)C,14%,9%,-3,7%,-4,-1%,-9%,25%
O=S(=O)(c1ccc(-c2cc(C(F)(F)F)on2)s1)N1CCN(c2ccc(F)cc2)CC1,x,x,x,-10%,-17,x,1%,6%
Cc1nc(C(=O)Nc2ccc(Cl)cc2)nn1-c1ccc([N+](=O)[O-])cc1,-4%,-5%,-12,32%,1,1%,-9%,14%
COc1ccc(C2=NN(C(=O)CCC(=O)O)C(c3ccc(OC)c(OC)c3)C2)cc1 (stereo unspecified),1%,-3%,-50*,9%,4,0%,21%,-9%
O=C(CO/N=C/c1ccc(OC(F)F)cc1)NCc1ccco1,-2%,0%,-19,-15%,1,-5%,-13%,6%
COc1ccc(OC)c(NC(=O)CN2c3cccc4cccc(c34)S2(=O)=O)c1,6%,-2%,-12,6%,1,u,x,u
COC(=O)CNC(=O)C(NC(=O)OCc1ccccc1)C(C)C (stereo unspecified),-1%,0%,2,6%,11,0%,-33%,24%
# (next part)
SMILES,EPAC2 ag,EPAC2 antag,DRD3 antagonist,Abeta rescue,D3 ag,aSyn yeast inh,FUS yeast rescue,TDP-43 yeast inh
CC(=O)Nc1ccc(CN(C)CC2CCCN(CCc3cccc(C(F)(F)F)c3)C2)cc1 (stereo unspecified),6%,-5%,-11,4%,-8,-4%,2%,-9%
Cc1nc2c3ccccc3nc(NNC(=O)CCC(=O)N3CCCC(C)C3)n2n1 (stereo unspecified),8%,-4%,-30,x,-6,-3%,6%,1%
Cc1cc(C)nc(SCC(=O)N2CCCCC2)n1,2%,-15%[57.1 µM],7,5%,1,-1%,-22%,-15%
O=C1c2ccccc2C(=O)c2c1ccc1c(=O)n(C3CCCCC3)[nH]c21,-3%,2%[57.1 µM],u,-17%,-13,-2%,8%,19%
Cc1[nH][nH]c(=O)c1C(c1ccc(Br)cc1)c1c(C)[nH][nH]c1=O,1%,0%,-16,19%,1,4%,33%,-10%
CN(Cc1ccccc1)C(=O)c1ccc(Nc2nc(C(N)Cc3ccc(C(F)(F)F)cc3)cs2)nc1 (stereo unspecified),9%,12%,30,u,5,-49%[inhibitor],u,u
COc1ccc(OC)c(NC(=O)c2cc3c(Cl)nc4ccccc4c3s2)c1,-2%,13%,-11,10%,7,-5%,x,0%
O=C(CCc1nc(-c2ccccc2)no1)Nc1cccnc1,11%,-1%,-9,-15%,-10,0%,-14%,-9%
CC(C)c1ccc(NC2CCCN(C(=O)c3cnn(C(C)C)c3)C2)cc1 (stereo unspecified),6%,-16%,1,10%,-3,10%,25%,21%
CCN(CC)Cc1c(O)c(Cl)cc2c(C)c(C)c(=O)oc12,-7%,3%,22,3%,3,-4%,24%,22%
O=C(COC(=O)c1ccc[nH]c1=O)NC1CCCc2ccccc21 (stereo unspecified),-4%,-3%,12,3%,0,1%,7%,10%
COc1ccccc1N1CCN(c2ncnc3onc(-c4ccc(F)cc4)c23)CC1,x,x,x,-17%,-9,-7%,-15%,16µM*
CCc1ccc(Oc2cc(C)nc(N)n2)cc1,1%,-1%,27,1%,0,2%,14%,0%
CN(C(=O)COC(=O)c1n[nH]c2ccccc12)c1ccccc1,-1%,-18%,-10,0%,10,-3%,20%,-3%[1.82 µM]
CC(C)C[C@H]1CN(CCCC[C@H]2CNC(=O)C(=O)N2CCc2ccc(O)cc2)C(=O)C(=O)N1CCc1ccc(O)cc1,-5%,2%,28,13%,4,-6%,-12%,22%
O=C(Nc1cccc2ncccc12)c1cc([N+](=O)[O-])ccc1Cl,1%,5%,0,-7%,1,0%,-18%,-8%
O=C(COC(=O)c1ccccc1Nc1ccc(SC(F)F)cc1)NCc1ccco1,5%,0%,42,0%,3,0%,15%,3%
COC(=O)c1ccc(NC(=O)CSc2nc3cc4ccccc4cc3[nH]2)cc1,x,x,x,-11%,-11,x,21%,5%
CCN1CCN(C(=O)CCc2nnc3ccc(N4CCN(c5cccc(OC)c5)CC4)nn23)CC1,8%,7%,1,-9%,1,-1%,-2%,-3%
CCCN(CCC)C(=O)c1ccc2c(c1)OCO2,7%,1%,-10,-1%,-1,2%,8%,-1%
C=CCn1cc(/C=C2/NC(=O)NC2=O)c2ccccc21,1%,11%,-9,3%,0,5%,3%,12%
CCOC(=O)CSc1nc(N(C)C)nc(N(C)C#N)n1,-3%,-2%,39,4%,-6,0%,-3%,6%
CSc1nnc(C)c(=O)n1COC(=O)COc1ccc2ccccc2c1,10%,-26%,6,-8%,2,u,-20%,-19%
CCCCCOC(=O)Nc1nnc(CCCCC)s1,1%,-4%,8,11%,-1,1%,-8%,u
CCC1CCCCN1CCNC(=O)CCS(=O)(=O)c1ccc(Br)cc1 (stereo unspecified),-2%,13%,-17,0%,-14,-14%,5%,-9%

# Five entries drawn at random from those above:
SMILES,EPAC2 ag,EPAC2 antag,DRD3 antagonist,Abeta rescue,D3 ag,aSyn yeast inh,FUS yeast rescue,TDP-43 yeast inh
CCC1CCCCN1CCNC(=O)CCS(=O)(=O)c1ccc(Br)cc1 (stereo unspecified),-2%,13%,-17,0%,-14,-14%,5%,-9%
Cc1nc2c3ccccc3nc(NNC(=O)CCC(=O)N3CCCC(C)C3)n2n1 (stereo unspecified),8%,-4%,-30,x,-6,-3%,6%,1%
CCN(CC)Cc1c(O)c(Cl)cc2c(C)c(C)c(=O)oc12,-7%,3%,22,3%,3,-4%,24%,22%
O=C(COC(=O)c1ccc[nH]c1=O)NC1CCCc2ccccc21 (stereo unspecified),-4%,-3%,12,3%,0,1%,7%,10%
CCc1ccc(Oc2cc(C)nc(N)n2)cc1,1%,-1%,27,1%,0,2%,14%,0%

# (listing goes on)
SMILES,EPAC2 ag,EPAC2 antag,DRD3 antagonist,Abeta rescue,D3 ag,aSyn yeast inh,FUS yeast rescue,TDP-43 yeast inh
Cc1ccc(S(=O)(=O)/C(C#N)=C/c2c(N3CCOCC3)nc3ccccn3c2=O)cc1,-1%,4%,3,-15%,2,1%,x,4%
C=CCn1c(SCC(=O)Nc2ccc(OC)cc2)nnc1-c1cnccn1,6%,-3%,1,-11%,4,0%,-12%,1%
CCCc1ccc2oc(C(=O)N3CCC[C@H]3CO)c(C)c2c1,0%,-13%,1,-34%,3,9%,7%,17%
Cc1ccc(C(C)C)cc1S(=O)(=O)NCc1ccccn1,-3%,1%,u,15%,-2,0%,-7%,28%
CCc1noc(C)c1C(=O)Nc1cc(S(=O)(=O)N(CC)CC)ccc1N1CCCC1,-3%,3%,0,8%,0,-6%,31%,14%
CC1CCC(CN2C(Nc3ccccc3)=NC[C@@H]2C)CC1 (stereo partly specified),5%,11%,-7,-2%,-16,-10%,-13%,16%
CCOC(=O)c1c(C)oc2c1c(CN1CCN(CCO)CC1)c(O)c1ccccc12,19%,u,-24,-36%[inhibitor],-3,1%,30%,1%
CCC(=O)N1CCc2cc(OC)c(OC)cc2C1COc1ccc2c(C)cc(=O)oc2c1 (stereo unspecified),x,x,x,-8%,0,x,-8%,10%
CCn1c(CC(=O)Nc2ccccc2Cl)nnc1SCC(=O)NC1CCCC1,3%,3%,-4,2%,-4,-6%,6%,-8%
O=S(=O)(c1ccccc1)N(F)S(=O)(=O)c1ccccc1,9%,-8%,-1,0%,3,3%,-9%,2%
O=C(NC12CCC(O)C(SC1)/C2=N/O)c1ccccc1 (stereo unspecified),4%,-1%,7,16%,1,4%,-1%,6%
CC1(C)Cc2c(sc3ncnc(NNC(=S)NCc4ccccc4)c23)CO1,-5%,7%,-3,4%,-1,2%,-8%,u

# Source: PubChem BioAssay

# The list is partial. The share of hits here may be higher or lower than overall.
